Screens (PubChem BioAssay)
Mtb BioA inh: M. tuberculosis BioA enzyme inhibitors, primary screen, biochemical, plate reader, single point, HTS; 7,8-diaminopelargonic acid synthase BioA (Mycobacterium tuberculosis); inhibition, % at 9.99 µM; hit rate 0.096% among 360,000; purified M. tuberculosis BioA enzyme; in the data active = inhibition above about 40%; inconclusive = no clear call, values can overlap the other calls
UGM FP inh: M. tuberculosis UGM enzyme inhibitors, primary screen, biochemical, fluorescence polarization, single point; UDP-galactopyranose mutase (Mycobacterium tuberculosis (strain ATCC 25618 / H37Rv)), …; purified UGM, fluorescence polarization probe displacement; inhibition, % at 10 µM; hit rate 0.06% among 320,000; in the data active = inhibition above about 10%, passing the limit was not always enough; inconclusive = no clear call, values can overlap the other calls
Target sequence (P9WIQ1 whole entry, looked up): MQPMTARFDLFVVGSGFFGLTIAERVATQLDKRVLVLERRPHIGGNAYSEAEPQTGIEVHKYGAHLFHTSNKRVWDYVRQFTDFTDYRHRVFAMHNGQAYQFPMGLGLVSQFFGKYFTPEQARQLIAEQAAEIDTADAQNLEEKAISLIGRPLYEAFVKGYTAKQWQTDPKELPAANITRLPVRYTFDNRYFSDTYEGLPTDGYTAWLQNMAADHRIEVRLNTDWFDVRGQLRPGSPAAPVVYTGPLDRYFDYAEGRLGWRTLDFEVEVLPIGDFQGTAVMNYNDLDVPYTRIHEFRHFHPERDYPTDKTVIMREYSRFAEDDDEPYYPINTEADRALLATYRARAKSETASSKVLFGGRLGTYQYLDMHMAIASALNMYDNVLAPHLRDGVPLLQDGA
BoNT F protease: BoNT/F light chain protease inhibitors, primary screen, biochemical, flow cytometry, MLPCN library; Botulinum neurotoxin type F light chain protease (Clostridium botulinum); Multiplex microsphere protease cleavage assay; inhibition, % at 10 µM; hit rate 0.22% among 360,000; AID 588497, 2011; in the data active = inhibition above about 35%, passing the limit was not always enough; inconclusive = no clear call, values can overlap the other calls; note: plate controls were buffer without enzyme for full effect and enzyme alone for no effect
Mtb FBA inh: Mtb FBA enzyme inhibitors, primary screen, biochemical, fluorescence, strain H37Rv. AID 588726, 2011. purified M. tuberculosis FBA, fluorescence read-out. inhibition, % at 1 µM. hit rate 2.3% among 360,000. Fructose-bisphosphate aldolase (Mycobacterium tuberculosis (strain ATCC 25618 / H37Rv)), …; in the data active = inhibition above about 27%;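 note: 0% = vehicle and 100% = reference inhibitor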
Target sequence (P9WQA3 whole entry, looked up): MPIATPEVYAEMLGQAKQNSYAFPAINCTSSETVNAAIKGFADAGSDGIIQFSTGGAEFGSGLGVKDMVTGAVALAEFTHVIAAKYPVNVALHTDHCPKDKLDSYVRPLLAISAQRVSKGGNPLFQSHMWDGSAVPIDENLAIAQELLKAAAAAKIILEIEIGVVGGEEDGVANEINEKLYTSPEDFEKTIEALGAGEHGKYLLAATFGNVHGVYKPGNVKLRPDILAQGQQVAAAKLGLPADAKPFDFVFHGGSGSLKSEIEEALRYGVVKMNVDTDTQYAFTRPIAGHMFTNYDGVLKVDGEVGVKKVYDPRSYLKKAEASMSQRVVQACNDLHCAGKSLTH
GDH-TPI inh: GDH-TPI coupling enzyme inhibitors, primary screen, artefact control for M. tuberculosis FBA inhibitor project, biochemical, absorbance, full deck; GDH-TPI coupled enzyme counterscreen, NADH absorbance; inhibition, % at 4.8 µM; hit rate 1.2% among 360,000; AID 588335, 2011; in the data active = inhibition above about 30%;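 note: 0% = DMSO wells and 100% = wells lacking the enzyme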
PfHsp40 yeast: rescue of yeast from PfHsp40 toxicity, primary screen, S. cerevisiae, ATP luminescence. S. cerevisiae expressing PfHsp40, growth rescue. AID 504582, 2011. hit rate 0.68% among 340,000. growth rescue, % at 12.5 µM; in the data active = growth rescue above about 28%, passing the limit was not always enough; inconclusive = no clear call, values can overlap the other calls;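 note: yeast W303a lacking pdr1 and pdr3 grown in galactose medium; growth measured after three days at 30 °C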
Anthrax LF prot: Bacillus anthracis LF protease inhibitors, primary screen, biochemical, multiplex microsphere, MLPCN library | Lethal factor (Bacillus anthracis), P15917 | multiplex microsphere protease cleavage assay | inhibition, % at 10 µM | hit rate 0.12% among 360,000 | AID 588501, 2011; note: plate controls were buffer without enzyme for full effect and enzyme alone for no effect
FadD28 binding: inhibitors of FadD28 bisubstrate probe binding, primary screen, biochemical, fluorescence polarization, single point; hit rate 0.22% among 360,000; inhibition, % at 12.5 µM; AID 588549, 2011; in the data active = inhibition above about 8.5%, passing the limit was not always enough; inconclusive = no clear call, values can overlap the other calls
BoNT-A LC inh2: BoNT/A light chain protease inhibitors, primary screen, biochemical, flow cytometry, MLPCN library; multiplex microsphere protease substrate cleavage; inhibition, % at 10 µM; hit rate 0.17% among 360,000; AID 588499, 2011; note: plate controls were buffer without enzyme for full effect and enzyme alone for no effect
Numbers without * were called inactive; u = inconclusive; x = no result given; & = joins results of further samples. Cut-off read from the data, not from the text of the source, unless noted: active = inhibition above about 30%; inconclusive = no clear call, values can overlap the other calls; inactive = below that. Compounds as they come. Share with any hit: about 4.7%.

SMILES	Mtb BioA inh	UGM FP inh	BoNT F protease	Mtb FBA inh	GDH-TPI inh	PfHsp40 yeast	Anthrax LF prot	FadD28 binding	BoNT-A LC inh2
CCC(=O)n1nc(NCc2ccc(OC)c(OC)c2)nc1NCc1ccc(OC)c(OC)c1	-3.3	-2.1	-2	1	-2	1.3	-1	-1.1	0.1
Cc1ccc2nc(Nc3ccc4[nH]c(=O)[nH]c4c3)c(-n3nc(C)cc3C)nc2c1	-2.2	-1.7	-5	-1	9	-1.3	-5	-1.6	-0.1
Cc1nc2oc(C(=O)c3ccccc3)c(N)c2c2c1COC(C)(C)C2	-1.9	2.2	16	6	17	0.6	3	-0.5	-0.2
CCOC(=O)C(C)Oc1cccc2c(=O)n(CC(=O)N3CCc4ccccc43)ccc12 (configuration not stated)	1.2	-2.7	2	4	12	92*	12	-0.8	0.4
CCC(=O)OC1(c2ccccc2)C(C)CN(C)CC1C (configuration not stated)	-0.1	0.5	-5	2	-4	-0.7	-7	-1.7	-1.0
COc1cccc(CNC(=O)c2cccc(S(=O)(=O)N3CCN(C)CC3)c2)c1	-4.8	-4.7	16	0	13	-0.8	2	-4.6	5.7
Cc1ccn(C(CC(=O)c2ccc(Br)cc2)C(=O)O)n1 (configuration not stated)	-2.1	-1.8	-1	1	16	2.6	-5	0.1	-0.3
O=C(Nc1cc(C(F)(F)F)cc(C(F)(F)F)c1)c1ccc(Cn2cc(C(F)(F)F)ccc2=O)cc1	-1.1	-0.4	-3	0	1	0.0	0	-2.9	u
Cn1c(=O)c2c([nH]c(=O)n2C)n(C)c1=O	x	0.1	-16	-1	2	-1.8	-1	-0.4	-0.6
Cc1ccc2sc3ccc(NC(=O)c4ccccc4Cl)cc3c(=O)c2c1	-2.6	-1.2	4	20	4	0.7	11	-6.4	8.0
CC(=O)Nc1c(C)cc(S(C)(=O)=O)cc1C	0.3	-2.0	2	-2	8	-1.0	-6	-3.9	0.2
COC(=O)[C@H]1[C@H]2C[C@H]3c4[nH]c5ccccc5c4CCN3C[C@@H]2CC[C@@H]1O	2.7&0.1	7.7&-0.2	-25&6	0&0	0&-15	u	-2&-3	-3.3&-3.9	8.8&0.9
CCCC(CCC(=O)Nc1ccn(-c2ccccc2)n1)C(=O)O (configuration not stated)	x	3.6	-8	-1	-3	-0.3	11	-2.0	-0.3
Cc1ccc(O)c(NC(=S)NC(=O)COc2ccc(Br)cc2)c1	x	0.6	-2	2	3	-1.3	9	-1.0	-0.7
O=C(CN1C(=O)CSc2ccc(S(=O)(=O)N3CCCCC3)cc21)NCc1ccccc1Cl	-0.7	-2.4	-1	4	5	0.0	0	-0.4	1.3
COC(=O)C1=C(C)N(CCCC(=O)O)C(=O)NC1c1ccccc1OS(=O)(=O)c1ccccc1[N+](=O)[O-] (configuration not stated)	3.3	-2.2	2	-1	-3	-0.4	0	0.5	-0.1
C[n+]1ccn(CC(=O)c2cccs2)c1	-3.3	-0.8	u	1	0	1.0	8	0.6	0.1
CC(C)CNC(=S)NC(=O)c1ccc(Cl)cc1	x	-0.8	-8	2	3	1.9	0	0.3	-0.2
COc1ccc(NC(=O)c2ccc3c(c2)N(C)CCS3)cc1	-3.8	1.1	-10	7	5	0.5	0	0.9	-1.5
O=C(/C=C/c1ccccc1Cl)N1CCOCC1	0.6	-5.8	8	-1	-2	-0.6	5	-0.5	-0.6
CCCCOc1ccc(C(=O)Nc2ccc(C)cc2[N+](=O)[O-])cc1	x	0.2	3	-3	3	-0.3	1	-1.7	0.1
Cc1[nH]n(C(C)(C)C)c(=O)c1Sc1ccc(Cl)cc1	-3.2	-2.1	-6	-1	6	8.2	-23	-1.1	1.1
C/C(=C\c1cc2ccccc2o1)C1Nc2cccc3cccc(c23)N1	-3.7	-0.6	-1	-1	27	-0.6	-2	-3.1	0.8
COCCNC(=O)CCC1CCN(Cc2cccc(-c3ccc(C)o3)c2)CC1	0.4	-0.1	-20	2	-8	-0.2	7	-1.7	0.5
CS(=O)(=O)Cc1ccc(C(=O)NC2CCN(Cc3ccccc3)C2)cc1 (configuration not stated)	0.6	-3.4	-17	2	5	-1.3	-6	-0.6	-0.8
NCCN1CCN(CCN)CC1	0.4	x	7	1	4	-1.1	4	-0.4	0.4
O=C(c1cc(COc2ccccc2)on1)N1CCCC(OCc2cccnc2)C1 (configuration not stated)	1.3	1.5	-16	1	8	-1.3	-5	-3.0	-6.1
CC1(C)C(=O)N(OCc2ccccc2)C(C)(C)C(=O)N1OCc1ccccc1	-1.6	-0.6	2	-4	-4	1.4	-6	-0.3	-0.6
Cc1[nH]c2ccccc2c1SCC(=O)O	-0.4	2.1	-4	-1	-9	-0.6	0	-0.9	0.9
CCCCCCCCOC(=O)c1ccc(N)cc1	x	1.1	-8	-3	-3	23	-5	1.7	-1.3
CCc1nc(N2CCCC2)c(C#N)c2c1CCCC2	-1.9	0.6	2	10	13	0.5	-7	1.7	0.3
Cc1ccc(-c2nc3c(c(=O)c4ccccc4n3C)c(=O)n2-c2ccccc2)cc1	x	1.7	-4	1	4	1.2	-1	0.9	-0.1
COCC(=O)N1CCc2ccc(NC(=O)c3ccccc3Cl)cc2C1	3.2	-1.5	u	1	5	0.0	0	-1.6	-1.2
Cc1cc(OCC(=O)Nc2cccc(S(=O)(=O)NC3=NCCCCC3)c2)ccc1Cl	0.5	4.8	-6	-1	9	-0.2	-1	-1.9	0.2
O=C(NC1c2ccccc2-c2ccccc21)c1ccccc1	x	2.9	-2	0	-4	-0.3	0	1.2	-0.7
Cc1ccc(C(=O)N/N=C/c2ccc3c(c2)OCO3)o1	x	-0.8	-3	1	40*	2.6	0	-2.8	-0.2
CC(=O)Nc1c(Br)cc2c(c1Br)Cc1cc(Br)ccc1-2	-1.6	x	-2	-1	0	0.2	8	-3.2	-0.7
CCc1ccc(NC(=O)COc2ccc3c(c2)OCO3)cc1	0.4	4.6	-8	-5	-11	6.8	-4	2.0	0.0
COc1ccc(CCN=C(N)NS(=O)(=O)c2ccc3ccccc3c2)cc1	x	-1.1	-8	1	3	-0.2	0	-0.8	-1.4
COc1ccc(Br)cc1S(=O)(=O)NCc1ccccn1	1.6	1.6	u	1	2	-1.0	-16	0.1	-0.2
C=CCSc1nc(N(CC)CC)c2sccc2n1	13	1.7	u	6	-2	3.7	-4	-3.3	0.5
Cc1ccc([C@H]2C(C(=O)O)=CC[C@@H](c3ccc(C(C)C)cc3)N2S(=O)(=O)c2ccc(C)cc2)cc1	7.1	3.4	-4	3	19	7.6	-7	-10	-0.4
N#CCCN(C(=O)COC(=O)C1CCN(S(=O)(=O)c2ccc3c(c2)OCCO3)CC1)c1ccccc1	-0.5	1.8	-4	0	4	-0.2	0	-3.9	1.0
Cc1nonc1C(=O)N/N=C/c1cccc(O)c1	x	-2.3	-11	-2	11	-0.3	-2	-2.0	-2.2
COC(=O)CCCCC1SCC(NC(=O)c2ccccc2)C1Cl (configuration not stated)	-0.6	-1.3	8	0	5	-0.6	7	0.4	0.4
Oc1c(Br)cc(Br)c(/C=N/n2c(-c3ccccc3)n[nH]c2=S)c1Br	0.2	5.6	x	2	23	3.4	x	25*	x
Cc1c(N=Nc2c(O)n(Cc3ccccc3)c(=O)[nH]c2=O)c(=O)n(-c2ccccc2)n1C	1.1	-1.3	-4	-5	36*	1.1	5	-1.4	-2.3
Cc1cccc(Nc2nnc(-c3ccc(N4CCOCC4)c([N+](=O)[O-])c3)c3ccccc23)c1	0.3	1.8	-3	12	12	3.3	-2	-3.8	-0.9
NS(=O)(=O)c1ccc(CCNC(=O)COC(=O)c2nc(Cl)ccc2Cl)cc1	5.2	0.4	3	2	2	-0.6	-5	-0.2	0.2
CCOC(=O)NN1C(=O)c2ccccc2NC1c1ccc(OC)c(OC)c1 (configuration not stated)	1.4	-1.2	-4	43*	-9	-0.3	-4	-4.7	-1.1
COc1cccc(N2CC(NC(=O)C(=O)c3c(C)[nH]c4ccccc34)CC2=O)c1 (configuration not stated)	x	-2.1	1	2	12	0.3	-2	-0.3	-1.6
CC(C)NC(=O)C1CCN(C2CCN(C(=O)/C=C/c3cccs3)CC2)CC1	x	x	5	-2	12	-0.2	-5	-0.2	-1.4
COc1ccc(CCNC(=O)NC2CCCCC2)cc1	-2.9	2.2	-7	0	7	-1.5	-2	0.4	-0.4
COc1ccc(C(C)(C)C)cc1NC(=O)CNc1cccc2ccccc12	x	3.9	-16	14	10	0.4	-4	1.1	-0.4
Cc1cc([N+](=O)[O-])nn1CC(=O)N1CCOCC1	-0.5	1.2	19	1	3	0.4	1	0.3	2.8
C#CCn1c(=NC(=O)c2cc(-c3cccs3)nc3ccccc23)sc2cc(S(N)(=O)=O)ccc21	x	2.0	-4	7	20	-1.5	4	-1.3	15
CCOc1ccc(C(=O)Nc2ccc(NC(=O)c3ccco3)c(Cl)c2)cc1Br	0.0	3.7	0	12	9	-0.8	-2	-2.1	u
CC(=O)c1cc(-c2ccccc2)n(CC(=O)Nc2cccc(C)c2C)c1C	x	-0.3	-1	0	-4	2.0	-4	-1.8	0.0
NC(=O)c1ccsc1NC(=O)COC(=O)c1c(F)cccc1Cl	-1.5	3.0	12	-1	0	2.1	5	-3.5	1.8
CCCCNC(=O)c1nnn(-c2ccccc2)c1N	-1.3	2.3	4	2	-1	-0.9	3	-0.9	0.1
Cn1c(=O)c2c(-c3ccccc3)n(-c3cccc(O)c3)cc2n(C)c1=O	2.7	x	-14	4	x	x	-12	-3.1	-0.6

2 compounds picked at random from those above:
SMILES	Mtb BioA inh	UGM FP inh	BoNT F protease	Mtb FBA inh	GDH-TPI inh	PfHsp40 yeast	Anthrax LF prot	FadD28 binding	BoNT-A LC inh2
COc1cccc(N2CC(NC(=O)C(=O)c3c(C)[nH]c4ccccc34)CC2=O)c1 (configuration not stated)	x	-2.1	1	2	12	0.3	-2	-0.3	-1.6
CCOC(=O)NN1C(=O)c2ccccc2NC1c1ccc(OC)c(OC)c1 (configuration not stated)	1.4	-1.2	-4	43*	-9	-0.3	-4	-4.7	-1.1

Molecules above with an NH in an aromatic ring, in the order listed:
SMILES	Mtb BioA inh	UGM FP inh	BoNT F protease	Mtb FBA inh	GDH-TPI inh	PfHsp40 yeast	Anthrax LF prot	FadD28 binding	BoNT-A LC inh2
Cc1ccc2nc(Nc3ccc4[nH]c(=O)[nH]c4c3)c(-n3nc(C)cc3C)nc2c1	-2.2	-1.7	-5	-1	9	-1.3	-5	-1.6	-0.1
Cn1c(=O)c2c([nH]c(=O)n2C)n(C)c1=O	x	0.1	-16	-1	2	-1.8	-1	-0.4	-0.6
COC(=O)[C@H]1[C@H]2C[C@H]3c4[nH]c5ccccc5c4CCN3C[C@@H]2CC[C@@H]1O	2.7&0.1	7.7&-0.2	-25&6	0&0	0&-15	u	-2&-3	-3.3&-3.9	8.8&0.9
Cc1[nH]n(C(C)(C)C)c(=O)c1Sc1ccc(Cl)cc1	-3.2	-2.1	-6	-1	6	8.2	-23	-1.1	1.1
Cc1[nH]c2ccccc2c1SCC(=O)O	-0.4	2.1	-4	-1	-9	-0.6	0	-0.9	0.9
Oc1c(Br)cc(Br)c(/C=N/n2c(-c3ccccc3)n[nH]c2=S)c1Br	0.2	5.6	x	2	23	3.4	x	25*	x
Cc1c(N=Nc2c(O)n(Cc3ccccc3)c(=O)[nH]c2=O)c(=O)n(-c2ccccc2)n1C	1.1	-1.3	-4	-5	36*	1.1	5	-1.4	-2.3
COc1cccc(N2CC(NC(=O)C(=O)c3c(C)[nH]c4ccccc34)CC2=O)c1 (configuration not stated)	x	-2.1	1	2	12	0.3	-2	-0.3	-1.6
